AMA1 RON2 block = qHTS for Inhibitors of AMA1-RON; Towards Development of Antimalarial Drug Lead: Primary Screen; Plasmodium falciparum AMA1 (3D7) - RON2 peptide interaction; AlphaScreen AMA1-biotinylated RON2 peptide binding; Potency, µM (titrated, usually from 58.2 µM), inactives show top-dose activity change, negative = inhibition, hits mostly inhibitors; actives 0.2% (n = 360,000);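 note: potency is the fitted concentration of half-maximal effect; 0% = vehicle wells and -100% = peptide control; nearly all actives have a fitted effect of over 45% in size; some results filed as inactive show a strong effect at the top dose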
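AMA1 (3D7) with his tag at 25 nM final met compounds first, then biotinylated RON2 peptide at 25 nM; detection used donor plus acceptor beads, 10 µg/mL apiece, read by AlphaScreen after 30 min at room temperature.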
AmpC no deterg = qHTS Inhibitors of AmpC Beta-Lactamase (assay without detergent) | AmpC nitrocefin hydrolysis, absorbance 480 nm, 0.0001% Triton | actives 0.52% (n = 330,000) | Potency, µM (series often up to 57.1 µM), for inactives: top-dose activity change, negative = inhibition, hits mostly inhibitors | P00811;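 note: potency is the fitted concentration of half-maximal effect; plate controls were no compound for no effect and no enzyme for full effect; nearly all actives have a fitted effect of over 20% in size; some results filed as inactive show a strong effect at the top dose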
Target sequence (P00811 whole entry, looked up): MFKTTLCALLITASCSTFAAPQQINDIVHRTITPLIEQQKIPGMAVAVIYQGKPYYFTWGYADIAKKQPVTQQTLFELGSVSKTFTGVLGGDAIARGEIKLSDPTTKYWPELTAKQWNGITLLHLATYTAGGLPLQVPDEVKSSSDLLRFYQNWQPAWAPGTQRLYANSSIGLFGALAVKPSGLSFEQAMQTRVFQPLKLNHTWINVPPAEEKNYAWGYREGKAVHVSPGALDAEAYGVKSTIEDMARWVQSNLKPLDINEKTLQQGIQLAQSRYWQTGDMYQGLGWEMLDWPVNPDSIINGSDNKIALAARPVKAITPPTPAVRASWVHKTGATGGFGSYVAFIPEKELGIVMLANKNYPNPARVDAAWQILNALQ
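AmpC (5.3 nM in the dispensed reagent) in 20 mM phosphate pH 7.0 with 0.01% (detergent screen) or 0.0001% Triton X-100 was preincubated with compounds for 15 min at room temperature. Nitrocefin was then added from an 800 uM solution, and hydrolysis was followed at 480 nm.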
LmPK inhibitor = qHTS Assay for Inhibitors of Leishmania Mexicana Pyruvate Kinase (LmPK); purified LmPK, Kinase-Glo ATP luminescence, 1 h; actives 0.37% (n = 290,000); AID 1721, 2009; Potency, µM (top dose mostly 57.5 µM), for the others: top-dose activity change, negative = inhibition, hits mostly inhibitors; note: potency is the fitted concentration of half-maximal effect
Target sequence (Q27686 whole entry, looked up): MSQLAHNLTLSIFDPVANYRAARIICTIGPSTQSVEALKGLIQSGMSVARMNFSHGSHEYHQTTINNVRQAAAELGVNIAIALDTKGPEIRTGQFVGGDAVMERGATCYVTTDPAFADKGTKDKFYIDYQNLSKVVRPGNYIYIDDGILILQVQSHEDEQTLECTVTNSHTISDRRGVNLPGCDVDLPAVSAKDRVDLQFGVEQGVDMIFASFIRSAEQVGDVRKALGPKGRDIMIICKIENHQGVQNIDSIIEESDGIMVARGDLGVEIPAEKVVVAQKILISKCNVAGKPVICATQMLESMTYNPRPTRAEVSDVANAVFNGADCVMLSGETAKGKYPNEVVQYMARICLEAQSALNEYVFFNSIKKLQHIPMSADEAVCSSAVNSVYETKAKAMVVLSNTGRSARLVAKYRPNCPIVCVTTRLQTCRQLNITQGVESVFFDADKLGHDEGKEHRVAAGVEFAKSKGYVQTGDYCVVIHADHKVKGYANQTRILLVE
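Purified LmPK (0.1 nM) with 0.5 mM PEP and 0.1 mM ADP in imidazole buffer pH 7.2 with MgCl2/KCl, 1 h at room temperature. ATP formed was read by luciferase luminescence and normalized to no-enzyme and uninhibited controls.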
HCMV antiviral = qHTS Assay for inhibitors of the human cytomegalovirus (HCMV) | HFF cells, HCMV-luciferase reporter, 72 h; stronger effect = lower value | activity change, negative = inhibition, % at 57.5 µM | actives 4.5% (n = 410,000) | AID 1259415, 2018; in the data active = activity change below about -60%; inconclusive = no clear call, values can overlap the other calls; inactive = above about -39%
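After 16 h attachment at 37C, HFF cells received test compound and HCMV-luciferase (1 PFU/cell); reporter luminescence read 72 h later, data normalized against buffer-only and known inhibitor Salinomycin.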
AmpC detergent = qHTS Inhibitors of AmpC Beta-Lactamase (assay with detergent) | P00811 | AmpC hydrolysis of nitrocefin, absorbance 480 nm, 0.01% Triton | Potency, µM (top dose mostly 114 µM), inactives show at the highest dose activity change, negative = inhibition, usual class: inhibitors | actives 0.041% (n = 370,000) | AID 485294, 2010;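 note: potency is the fitted concentration of half-maximal effect; 0% = no-compound wells and -100% = no-enzyme wells; nearly all actives have a fitted effect of over 25% in size; some results filed as inactive show a strong effect at the top dose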
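20 mM phosphate pH 7.0 + 0.01% (detergent screen) or 0.0001% Triton X-100; 5.3 nM AmpC reagent; cpd preinc 15 min RT; nitrocefin (800 uM stock) to start; A480 q20 s × 4 min; Activity was normalised to no-enzyme and no-compound control wells.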
Sm TGR block = qHTS Assay for the Inhibitors of Schistosoma Mansoni Peroxiredoxins; Schistosoma mansoni thioredoxin glutathione reductase (TGR), Q962Y6; purified TGR, DTNB reduction, TNB absorbance 405 nm; actives 3% (n = 360,000); Potency, µM (series often up to 114 µM), for the others: at the highest dose activity change, negative = inhibition, most hits filed as inhibitors; AID 485364, 2010; note: potency is the fitted concentration of half-maximal effect; nearly all actives have a fitted effect of over 60% in size
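First, TGR (20 nM dispensed) and NADPH were mixed with compound. Second, a 15 min room-temperature incubation followed. Third, further NADPH and then DTNB were added to start the reaction. Finally, TNB absorbance was monitored kinetically.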
TbPYK inhibitor = qHTS of Trypanosoma Brucei Inhibitors; pyruvate kinase (Trypanosoma brucei), Q57TT1; TbPYK enzyme, Kinase-Glo Plus ATP luminescence, 45 min; Potency, µM (series often up to 76.8 µM), for the others: top-dose activity, negative = inhibition, hits mostly inhibitors; actives 0.12% (n = 410,000); AID 624173, 2012; note: potency is the fitted concentration of half-maximal effect; nearly all actives have a fitted effect of over 50% in size
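Screened from lowest to highest concentration, compounds were pinned into TbPYK/substrate mixtures, and ADP (130 uM final) was added. Plates sat at room temperature for 45 min prior to Kinase-Glo Plus detection by luminescence.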
* marks the source's active call; other numbers are inactive results; ? = inconclusive; / = not tested or not shown; & = joins results of further samples; [ ] = another dose, or the depositor's remark. Unless noted, calls come from the whole dose curve; as a rule, active = well fitted curve in the direction sought with a large enough effect; inconclusive = small, poorly fitted or top-dose-only effect, or another doubt; inactive = no such curve, though single readings can be large; an effect the other way counts as inactive or inconclusive. Unless noted, % is set by controls: 0 for no effect and ±100 for the full control effect.

Compound	Sm TGR block	AmpC detergent	AmpC no deterg	TbPYK inhibitor	LmPK inhibitor	AMA1 RON2 block	HCMV antiviral
O=[N+]([O-])c1ccc2oc(/C=C/c3ccc(O)cc3)nc2c1	/	/	/	-5%	/	-4%	?
Cc1ccccc1-n1sc2cc(F)ccc2c1=O	-27%	-14%	-52%	8.9µM*	21%	6%	-98*
CCC(=O)OCc1cnc(C)c2oc(=O)c(C(=O)Nc3ccccc3C(F)(F)F)cc12	5%	-6%	/	3%	/	/	-4
Cc1ccc(NC(=O)CC2Sc3ccccc3NC2=O)c(Br)c1 (centres undefined)	-8%	-13%	/	4%	/	/	-10
CCOC(=O)C(CC)Sc1nc(N)c(NC(=O)c2ccc(OC)c(OC)c2)c(=O)[nH]1 (centres undefined)	-2%	?	3%	-2%	1%	-5%	11
CCc1ccc(NC(=O)c2ccc(CN3C(=O)C(C)=C(c4ccc(C)cc4)S3(=O)=O)cc2)cc1	4%	4%	/	3%	/	/	-11
O=C(CSc1nc2ccccc2c(=O)n1CCCN1CCOCC1)Nc1ccc(F)c(Cl)c1	/	/	208%[activator]	1%	/	-13%	-18
CCCNC(=O)CSc1nc2nc(C)c(Cc3ccccc3Cl)c(C)n2n1	6%	13%	/	-7%	/	/	-22
Cc1cc(NC(=O)CSc2nnc(-c3ccoc3C)n2N)no1	-2%	-10%	-6%	-3%	-2%	14%	22
Fc1ccccc1CSc1nnc(-c2ccccc2)o1	0%	-19%	-15%	2%	-8%	31%[activator]	-12
O=[N+]([O-])c1ccccc1N/N=C/c1cccc(O)c1O	-3%	-10%	-48%	-19%	?	-6%	1
COC(=O)c1ccc(-n2c(C)cc(C(=O)CSc3cccc[n+]3[O-])c2C)cc1	1%	8%	24%	-4%	-13%	0%	?
C(=N\Nc1ccc2ccccc2n1)/c1ccc2c(c1)OCO2	1%	1%	-24%	-3%	?	-16%	60
Cc1cccc(C)c1OCC(=O)Nc1nc(-c2ccc(Br)cc2)ns1	-1%	14%	/	2%	/	/	53
Cc1cccc(-c2nc3c(cnn3-c3ccccc3)c(=O)n2-c2cccc(Cl)c2)c1	3%	-1%	/	1%	/	/	-25
COc1cc(OC)cc(-c2nnc(NC(=O)c3ccc4c(c3)OCCO4)o2)c1	12%	2%	-22%	2%	5%	116%[activator]	-61*
OC[C@@H]1CN(Cc2ccc(Cl)cc2)C[C@H](n2cnc3c(N4CCN(c5ccccc5)CC4)ncnc32)O1	/	/	/	-8%	/	-24%	-8
O=C(NCc1cc(Cl)cc(Cl)c1)c1ccc2sc([C@H]3C[C@H](O)[C@@H](CO)O3)nc2c1	/	/	/	-5%	/	7%	-32
CCCCN(C(=O)CCC(=O)O)C1CC(=O)N(c2ccc(OCCC)cc2)C1=O (centres undefined)	-14%	-11%	-7%	-2%	-2%	3%	35
COc1ccc(-c2ccc3c(N)c(C(=O)NCc4ccc(C)cc4)sc3n2)cc1	-4%	-4%	/	-6%	/	/	18
CCOC(=O)c1c(NC(C)=O)sc2c(OCC(O)CN(CC)CC)c(Br)ccc12 (centres undefined)	-32%	-2%	4%	1%	5%	2%	-101*
COc1cccc2cc(-c3csc(CCn4nc(C)cc4C)n3)c(=O)oc12	-2%	?	28%	-1%	2%	2%	9
CN(CCO)c1ccc(C(C(=O)c2ccccc2)c2ccc(N(C)CCO)cc2)cc1	-12%	-5%	150%[activator]	-18%	/	?	23
CNc1nc(Nc2ccc(Br)cc2)nc(N)c1[N+](=O)[O-]	-6%	-2%	?	-9%	-8%	?	45
O=C(Cc1c(F)cccc1Cl)Nc1ccccc1-c1ccccc1	1%	?	-27%	0%	7%	34%[activator]	15
Cn1cccc1-c1cc(C(=O)N/N=C/C=C/c2ccccc2)[nH]n1	0%	-11%	-26%[11.4 µM]	-2%	4%	21%	-15
O=C(CN(Cc1ccccc1)C(=O)CSc1nnc(COc2ccccc2)o1)NC1CCCC1	0%	2%	-11%	-13%	1%	-1%	-29
CCN(CC)c1ccc(NS(=O)(=O)c2cc(-c3onc(C)c3C)ccc2OC)c(C)c1	?	6%	/	?	/	/	-36
CCN(CCNC(=O)C1CCCN(S(=O)(=O)CC)C1)c1ccccc1 (centres undefined)	10%	0%	27%	-6%	3%	5%	-19
COc1ccc(O)c(/C=N/NC(=O)CCC(=O)Nc2ccc(C)cc2)c1	7%	-8%	-18%	0%	12%	128%[activator]	23
O=C1c2cccnc2C(O)N1Cc1ccc(F)cc1 (centres undefined)	-5%	-5%	-14%	0%	1%	-2%	17
COc1cc(C(=O)OC(C)CN2CCN(C)CC2)cc(OC)c1OC (centres undefined)	3%	-1%	-3%	1%	-2%	-9%	21
COc1ccc(C(=O)NCC(=O)OCC(=O)N(C)c2ccccc2)cc1	8%	?	-10%	-3%	-2%	8%	2
CCOC(=O)C1=C(COC(=O)/C=C/c2cccc(F)c2)NC(=O)NC1C (centres undefined)	/	/	-4%	-6%	/	3%	26
CC(=O)c1cccc(NC(=O)C2CCCN(S(=O)(=O)c3cccc4nonc34)C2)c1 (centres undefined)	-2%	-14%	-17%	0%	-1%	-10%	8
O=C(NC1CC1)C1CCN(C2CCN(C(=O)CC3=CCCCC3)CC2)CC1	5%	9%	38%	-1%	0%	0%	-8
Cc1ccc(S(=O)(=O)Nc2cc(=O)[nH]c(SCC(=O)Nc3ccccc3C(F)(F)F)n2)cc1	8%	-6%	-33%	-3%	-2%	-6%	-3
COc1ccc(NS(=O)(=O)c2c(C)[nH]c(=O)[nH]c2=O)cc1OC	-3%	-10%	-10%	0%	8%	1%	38
COc1cccc2c3c(c(C)nc12)CCN3c1ccccc1	10%	0%	-1%	-5%	3%	4%	-78*
NC(=O)C1CCCN1 (centres undefined)	-16%	1%	-15%	1%	-1%	26%	-25

Single records (already shown):
`CCOC(=O)c1c(NC(C)=O)sc2c(OCC(O)CN(CC)CC)c(Br)ccc12` (centres undefined) in the list: Sm TGR block: -32%; AmpC detergent: -2%; AmpC no deterg: 4%; TbPYK inhibitor: 1%; LmPK inhibitor: 5%; AMA1 RON2 block: 2%; HCMV antiviral: -101*
`COc1ccc(NS(=O)(=O)c2c(C)[nH]c(=O)[nH]c2=O)cc1OC` in the list: Sm TGR block: -3%; AmpC detergent: -10%; AmpC no deterg: -10%; TbPYK inhibitor: 0%; LmPK inhibitor: 8%; AMA1 RON2 block: 1%; HCMV antiviral: 38

Remaining list, next part:
Compound	Sm TGR block	AmpC detergent	AmpC no deterg	TbPYK inhibitor	LmPK inhibitor	AMA1 RON2 block	HCMV antiviral
O=S(=O)(Cc1ccc(Cl)cc1)CC(O)COCc1ccccc1 (centres undefined)	-1%	0%	3%	3%	-8%	-2%	22
CC(C)CC(=O)Nc1ncc([N+](=O)[O-])s1	-10%	-8%	-32%	-12%	1%	25%	-25
CCCCCCCCCCCCC(NC(C)=O)(C(=O)OCC)C(=O)OCC	-28%	0%	128%[activator]	7%	2%	19%	12
O=C1NC(c2cccs2)Nc2sc3c(c21)CCCC3 (centres undefined)	28µM*	-2%	-16%	?	-4%	11%	54
CCOC(=O)c1c(NC(=O)c2cc(C(C)C)on2)sc(C(C)=O)c1C	0%&-9%	15%&9%	-21%	1%&-6%	-2%	-7%	?
CCO[C@@H]1OC(C(=O)O)=C[C@H](C2CC2)[C@H]1CCCO	-13%	-8%	-12%	1%	5%	15%	-7
Cc1nc2ncnn2c(N2CCC(C(=O)NCC3CCCO3)CC2)c1Cc1ccccc1 (centres undefined)	/	/	/	-2%	/	6%	-9
COc1ccc2nc(SCC(=O)NCCc3ccccc3)[nH]c2c1	13%	-6%	-21%	-4%	-4%	1%	23
CC(C)CCNC(=S)Nc1ccc(F)cc1	/	/	/	-5%	/	-3%	-36
NC(=O)NC(=O)CN1C(=O)NC2(CCOc3ccccc32)C1=O (centres undefined)	-5%	?	-7%	10%	4%	24%	-2
Cc1cccc(N2CCN(C(=O)Nc3cn(CC(C)C)c(=O)c4ccccc34)CC2)c1C	5%	16%	/	-2%	/	/	16
CNS(=O)(=O)c1cc(-c2nn3c(C)nnc3c3ccccc23)ccc1C	-2%	10%	/	2%	/	/	-62*
Cc1ccc(C)n1-c1nnc(N2CCCC(C(=O)Nc3ccc(C(C)C)cc3)C2)s1 (centres undefined)	-16%	-12%	/	1%	/	/	-32
CC(C)(C)c1ccc(C(=O)NCC(=O)N/N=C/c2cccnc2)cc1	0%	-15%	-2%	3%	2%	6%	-33
CC(C)CNC(=O)C1CCCN1S(=O)(=O)c1ccc(Cl)cc1 (centres undefined)	2%	-5%	0%	0%	4%	0%	-3
Cc1ccc(N2C(=O)c3ccc(C(=O)N4CCN(c5cccc(C)c5C)CC4)cc3C2=O)cc1	3%	?	-29%	-11%	-7%	4%	13
CCOC(=O)c1sc2cccc(F)c2c1S(=O)(=O)NCc1ccccc1Cl	6%	24%	/	0%	/	/	9
COc1ccc(N2CCN(C(=O)CNC(=O)c3ccc4ccccc4c3)CC2)cc1	-4%	-1%	-10%	-7%	/	0%	?
COCCNC(=O)C1(C)Oc2ccccc2NC1=O (centres undefined)	-15%	1%	-8%	0%	-4%	19%	7
COC(=O)[C@]1(Cc2ccccc2)N[C@H](CN(C)S(=O)(=O)c2ccc(C(F)(F)F)cc2)[C@@H]2C(=O)N(Cc3ccccc3)C(=O)[C@@H]21	/	/	-15%	-4%	/	-1%	7
COc1cc2c(cc1/C=C/C(=O)O)OC(C)C2 (centres undefined)	17%	-13%	-8%	5%	3%	-2%	86
CC(=O)Nc1ccc(S(=O)(=O)Nc2nc3ccccc3nc2Nc2ccc(C(=O)O)c(O)c2)cc1	/	/	-20%	?	/	?	-14
CCN1CCN(c2ccc(S(=O)(=O)N3CCCCC3)cc2N)CC1	-18%	?	-24%	2%	/	6%	?
COc1ccc(N2CC(C)(C)[C@H](CC(=O)Nc3ccccc3)C2=O)cc1	/	/	/	-1%	/	7%	-19
